From PubChem
FBW7 act: FBW7 E3 ligase activators, primary screen, biochemical, AlphaScreen, human | F-box/WD repeat-containing protein 7 (Homo sapiens), Q969H0 | AlphaScreen FBW7–phospho-cyclin E peptide binding, activator screen | normalized activity (activation), % at 26.1 µM | 0.13% of 650,000 active; in the data active = normalized activity above about 1.9%;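 also: purified mutant Fbw7 with reduced substrate affinity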
Target sequence (Q969H0 whole entry, looked up): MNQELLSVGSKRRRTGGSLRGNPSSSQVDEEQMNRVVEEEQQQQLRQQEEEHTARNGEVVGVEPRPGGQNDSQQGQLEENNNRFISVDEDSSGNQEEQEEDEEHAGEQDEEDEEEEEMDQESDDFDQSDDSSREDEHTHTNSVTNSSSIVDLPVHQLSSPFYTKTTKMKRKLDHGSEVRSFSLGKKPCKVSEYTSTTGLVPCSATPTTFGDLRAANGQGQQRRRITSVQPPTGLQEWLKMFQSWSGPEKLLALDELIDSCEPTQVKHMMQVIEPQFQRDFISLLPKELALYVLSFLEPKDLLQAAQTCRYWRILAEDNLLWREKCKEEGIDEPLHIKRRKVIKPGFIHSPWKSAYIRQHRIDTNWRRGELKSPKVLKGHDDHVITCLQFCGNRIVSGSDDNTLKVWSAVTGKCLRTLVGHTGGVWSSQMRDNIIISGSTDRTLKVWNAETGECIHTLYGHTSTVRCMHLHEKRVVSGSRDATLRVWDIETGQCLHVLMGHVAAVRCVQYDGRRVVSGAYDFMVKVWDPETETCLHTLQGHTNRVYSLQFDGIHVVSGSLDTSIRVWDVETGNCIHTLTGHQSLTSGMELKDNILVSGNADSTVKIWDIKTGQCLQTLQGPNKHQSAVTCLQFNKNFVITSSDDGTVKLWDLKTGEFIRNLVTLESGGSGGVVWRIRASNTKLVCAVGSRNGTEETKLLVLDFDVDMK
TEAD-YAP block: TEAD-YAP interaction inhibition, primary screen, TEAD-YAP interaction inhibitor project, luminescence, HEK-TIYL cells; TEAD-Gal4/YAP UAS-luciferase luminescence; inhibition, % at 9.12 µM; 1.4% of 640,000 active; AID 1259422, 2018; in the data active = inhibition above about 32%;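 also: 0% = median of test compound wells and 100% = reference inhibitor wells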
MITF primary: MITF inhibitors, primary screen, biochemical, AlphaScreen, human; Microphthalmia-associated transcription factor (Homo sapiens), O75030; AlphaScreen MITF homodimerization, bead proximity signal; 0.91% of 650,000 active; inhibition, % at 2.6 µM; in the data active = inhibition above about 50%;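 also: 0% = vehicle wells with protein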
GPR151 activ: activators of human GPR151, primary screen, cell-based, PathHunter beta-arrestin, luminescence; G-protein coupled receptor 151 (Homo sapiens), Q8TDV0; PathHunter beta-arrestin GPR151 cells; activation, % at 11.2 µM; 1% of 650,000 active; AID 1508602, 2020; in the data active = activation above about 4.9%;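 also: 0% = median of compound wells and 100% = cells with positive control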
Target sequence (Q8TDV0 whole entry, looked up): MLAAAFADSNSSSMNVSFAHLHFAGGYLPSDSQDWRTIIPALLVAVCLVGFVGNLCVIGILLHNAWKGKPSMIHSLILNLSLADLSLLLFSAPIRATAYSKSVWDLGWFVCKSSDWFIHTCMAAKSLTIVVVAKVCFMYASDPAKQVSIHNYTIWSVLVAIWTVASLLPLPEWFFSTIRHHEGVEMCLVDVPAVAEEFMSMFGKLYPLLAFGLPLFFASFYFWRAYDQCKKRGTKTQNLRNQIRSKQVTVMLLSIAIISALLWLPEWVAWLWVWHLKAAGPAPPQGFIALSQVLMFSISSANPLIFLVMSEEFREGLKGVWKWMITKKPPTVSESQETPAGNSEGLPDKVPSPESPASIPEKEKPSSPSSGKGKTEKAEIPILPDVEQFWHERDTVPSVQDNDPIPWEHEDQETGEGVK
An asterisk follows results filed as active.

SMILES	FBW7 act	TEAD-YAP block	MITF primary	GPR151 activ
COc1cc(C(=O)Nc2cccc(-c3nc4cc(Cl)ccc4o3)c2C)cc(OC)c1OC	0.0	-16.8	-3.7	0.5
COC(=O)C1=C(C)N(CC(C)C)C(=O)/C1=C\c1ccccc1F	0.3	-2.8	4.3	-0.3
CCCOC1C=CC(Oc2nc(NCC)cc(N(C)C)n2)=NN1 (configuration not stated)	0.2	-4.1	-1.3	0.5
CC(C)NC(=O)C1CCN(C2CCN(C(=O)C3Cc4ccccc4O3)CC2)CC1 (configuration not stated)	0.3	9.7	7.5	0.1
CNS(=O)(=O)c1cccc(C(=O)OCC(=O)NC(C)(C)C)c1	0.2	-3.8	16.0	-0.2
O=C(NCc1cccc(C(F)(F)F)c1)c1cccc(-c2ccccc2)c1	-0.1	-7.8	-0.9	-2.5
CS(=O)(=O)Nc1ccc(-c2n[nH]c(=S)o2)cc1	0.2	5.2	3.0	0.3
CN(Cc1cccc(OCCCNC(=O)c2cnsn2)c1)C1CCCCC1	0.2	8.7	12.0	-2.1
O=[N+]([O-])c1cc(S(=O)(=O)O)c(Cl)cc1NCCO	-0.1	5.3	0.9	0.9
Cn1c(C(=O)NCc2ccccc2F)cc2sccc21	-0.2	-24.0	3.9	-0.1
Cc1nc2cc(NC(=O)C3CC34CCN(Cc3ccc5c(c3)CCO5)CC4)ccc2s1 (configuration not stated)	-0.2	-8.8	-5.1	-0.1
Clc1ccccc1Oc1nnnn1-c1ccccc1	0.6	9.6	9.3	-0.7
C=CCCCCCCCCC(=O)O	0.0	14.1	4.3	1.9
O=[N+]([O-])c1ccccc1N/C(=N\S(=O)(=O)c1ccccc1)c1ccccc1	-0.1	-1.4	-4.5	-1.1
Cc1csc(SCC(=O)NC(=O)NCCC(C)C)n1	0.1	-10.1	11.2	-1.4
COc1ccc(NC(=O)CSC2=Nc3ccccc3C3=NC(CC(C)C)C(=O)N23)c(OC)c1 (configuration not stated)	-0.1	6.1	-12.0	1.9
O=C(Cc1csc(Nc2ccc(Cl)cn2)n1)N1CCCc2ccccc21	-0.3	7.6	7.4	-0.9
COc1ccccc1-n1c(SCC(=O)N2CCCCCC2)nc2c(c1=O)SCC2	-0.2	-1.4	-3.2	-0.6
CSc1ncc(Cl)c(C(=O)NCc2ccc3c(c2)OCO3)n1	-0.2	1.0	0.6	-0.3
Cc1c(/C=C2\SC(=O)N(C)C2=O)c2ccccc2n1C	1.0	8.9	9.9	-0.8
CSc1ccc(/C=N/n2c(-c3ccco3)n[nH]c2=S)cc1	-0.1	-2.1	-0.9	-0.2
CCN(CC)C1CCN(C(=O)c2ccc(OC)c(OC3CCN(C(C)=O)CC3)c2)C1 (configuration not stated)	-0.1	-6.1	-0.8	0.4
N#C/C(=C\c1ccc2c(c1)OCO2)C(=O)OCC(=O)NCC1CCCO1 (configuration not stated)	0.2	9.1	14.8	-1.9
COc1ccccc1NC(=O)c1cc(S(=O)(=O)NCc2ccco2)ccc1F	0.7	0.7	22.6	-0.6
CCN(C(=O)c1cccnc1)c1nc2c(s1)CCc1oc(C)cc1-2	0.0	-12.2	4.0	2.2
CC(=O)Nc1ccc(NC(=O)c2ccc3nc(-c4csc5ccccc45)sc3c2)cc1	-0.1	-14.7	2.6	-4.4
COc1ccc(/C=N/NC(=O)c2ccc(Br)cc2)cc1O	0.2	-16.4	7.2	-0.1
O=C(NC1CC1)c1ccc(-c2ccc(C(=O)Nc3ccccc3)s2)cc1	1.4	-13.3	-13.2	-0.8
Cn1c(N2CCC(C(=O)NC3CC3)CC2)nc2ccccc21	-0.2	-9.5	-5.2	0.9
CC(C)(C)NC(=O)C(OC(=O)c1cccs1)c1ccccc1 (configuration not stated)	0.1	-7.6	23.5	-0.6

3 successive records out of the list so far, quoted:
SMILES	FBW7 act	TEAD-YAP block	MITF primary	GPR151 activ
COc1ccc(NC(=O)CSC2=Nc3ccccc3C3=NC(CC(C)C)C(=O)N23)c(OC)c1 (configuration not stated)	-0.1	6.1	-12.0	1.9
O=C(Cc1csc(Nc2ccc(Cl)cn2)n1)N1CCCc2ccccc21	-0.3	7.6	7.4	-0.9
COc1ccccc1-n1c(SCC(=O)N2CCCCCC2)nc2c(c1=O)SCC2	-0.2	-1.4	-3.2	-0.6

Next section
SMILES	FBW7 act	TEAD-YAP block	MITF primary	GPR151 activ
COc1ccc(NC(=S)N2CCCC2C(=O)N2CCCC2)cc1 (configuration not stated)	0.0	4.7	-17.4	0.6
CC(=O)C1C(c2ccc(Cl)cc2)c2c(noc2C)CC1(C)O (configuration not stated)	0.1	7.1	-0.1	0.3
O=C(O)c1cc([N+](=O)[O-])cc([N+](=O)[O-])c1N1CCCCC1	-0.2	-2.0	-3.2	-1.2
COCc1ccc(-c2nccnc2NS(=O)(=O)c2ccc(Cl)cc2)cc1	-0.1	8.8	18.0	-1.4
CCOC(=O)CCNC(=O)N1CCn2cccc2C1c1ccc(Cl)cc1Cl (configuration not stated)	0.0	-4.2	23.5	-0.6
COc1ccc(OCC(=O)Nc2ccccc2N2CCOCC2)cc1	0.0	-6.6	-28.4	0.0
CC1CCc2c(sc(N)c2C(=O)c2ccco2)C1 (configuration not stated)	-0.2	-8.4	-7.7	1.2
O=C1c2ccccc2C(=O)N1c1ccc([N+](=O)[O-])cc1Br	0.3	4.8	3.0	-0.5
COc1ccc(CCNC(=O)c2ccnc(Nc3nccc4ccccc34)c2)cc1	0.0	9.7	-5.8	-0.7
COC(=O)c1ccc(/C=N/NC(=O)c2cc(C(C)C)[nH]n2)cc1	0.1	11.5	19.5	-0.5
CCOC(=O)c1cc(-c2ccc(OC)cc2)nn1-c1ccc(S(N)(=O)=O)cc1[N+](=O)[O-]	-0.3	7.9	-7.3	0.2
O=C(NCC1CCCO1)c1nc2c(nnn2Cc2ccc(F)cc2)c(=O)[nH]1 (configuration not stated)	1.4	10.2	9.5	0.1
CCOC(=O)C(Cc1c[nH]c2ccccc12)NC(=O)COc1ccccc1 (configuration not stated)	0.0	-3.1	-8.9	1.1
CCCNc1cc(N2CCCC2CO)ncn1 (configuration not stated)	0.0	-5.6	4.8	0.5
CC(C)N(C(=O)Cn1nc2c3ccccc3nc(C(C)(C)C)n2c1=O)C(C)C	-0.1	1.3	-3.1	1.1
COc1cc2c(cc1OC)C(C)N(C(=O)c1ccc(Cl)cc1)CC2 (configuration not stated)	-0.2	2.8	1.2	0.6
CCCCOC(=O)c1cccc(NC(=O)COc2ccc(C)cc2C)c1	0.1	22.8	-7.5	1.4
CCOc1ccccc1N1C(=O)CC(Nc2ccc(OC)cc2)C1=O (configuration not stated)	-0.2	6.9	4.0	1.6
Cc1ccc(C2C(C#N)=C(N)Oc3c2c(C)nn3-c2ccccc2)cc1 (configuration not stated)	0.0	9.2	-2.3	-0.1
COc1ccc(-n2ncc3c(N4CCC5(CC4)OCCO5)ncnc32)cc1	0.0	-37.8	4.0	2.0
CCOC(=O)C1=C(C)N=c2s/c(=C\c3cccc(O)c3)c(=O)n2C1c1ccc(SC)cc1 (configuration not stated)	-0.1	-1.8	2.0	0.9
Cc1c(C(=O)NC2CCCCC2)sc2ncnc(N3CCc4ccccc4C3)c12	0.0	-2.9	1.6	-1.0
CCC(CC)C(=O)Nc1c2c(nn1-c1ccc(C)cc1)CS(=O)(=O)C2	-0.2	-7.3	10.5	-0.3
Cc1ccc(CNC(=O)c2ccc3c(c2)N(Cc2ccccc2C)C(=O)CS3)cc1	-0.1	1.5	-8.7	0.4
COc1cccc(C2C(C(=O)Nc3nc4ccc(Br)cc4s3)=C(C)NC3=C2C(=O)CCC3)c1OC (configuration not stated)	0.2	-13.4	-24.5	0.0
COc1cccc(CN2CCN(C(=S)Nc3cccc(C(C)=O)c3)CC2)c1	-0.1	-3.1	9.4	-1.1
COc1cc(/C=C2\N=C(c3ccc(Br)cc3)OC2=O)cc(I)c1OC(C)=O	0.0	6.0	17.0	-0.5
Cn1ccnc1C1CCCCN1C(=O)c1cc(COc2ccc(F)cc2F)on1 (configuration not stated)	0.0	0.8	13.0	2.1
CCCc1cc2nnc(SCC(=O)N3CCCC3)n2c(N)n1	1.8	-1.1	4.8	-0.4
Cc1ccc(C(=O)Nc2nc3ccc(Cl)cc3s2)cc1	-0.2	-32.0	7.9	0.8
O=C(N/N=C/c1ccc([N+](=O)[O-])cc1)c1cc(Br)cc(Br)c1O	-0.1	-14.0	-5.2	-0.5
Nc1n[nH]c(CN2C(=O)c3ccccc3C2=O)n1	-0.4	-9.0	-3.7	0.5
CN(CC(=O)NCc1cccs1)S(=O)(=O)c1ccc2c(c1)CCC(=O)N2	0.1	10.7	-2.7	1.0
COc1cccc(NC(=S)N(CCCN2CCC(C)CC2)Cc2cccs2)c1	0.2	-11.8	79.1*	-1.7
Cc1cccc(C2CC(c3cccs3)=NN2S(C)(=O)=O)c1 (configuration not stated)	0.4	-8.3	-1.0	4.3
CCOC(=O)c1ccc(NC(=O)c2ccc(N3CCCCS3(=O)=O)cc2)cc1	0.1	22.6	10.7	-1.2
CCC1CCCCN1C(=O)CCc1nnc(-c2cc(C)oc2C)o1 (configuration not stated)	-0.1	-13.1	0.1	-1.4
Cc1ccc(C(=O)N/C(=C\c2cccs2)C(=O)N2CCOCC2)cc1C	-0.1	2.0	-10.4	1.8
CN(c1ccc2[nH]ncc2c1)C1C=CN(CC(O)c2ccc(Br)cc2)CC1 (configuration not stated)	-0.4	-2.4	16.7	-0.2
COC(=O)c1c(N)sc(C(=O)Nc2cccc(Cl)c2C)c1C	0.0	69.2*	3.6	-3.7
NC(=O)C[n+]1ccc(NC(=O)c2ccccc2)cc1	-0.2	-7.1	0.5	-1.0
COc1ccc(N=Cc2c(O)c3ccccc3oc2=O)c(OC)c1	-0.1	-2.9	-4.9	-0.8
O=C(O)c1cccc(Cn2ccc([N+](=O)[O-])n2)c1	0.0	-10.6	1.9	-0.8
CC(c1ccc(C(=O)C(F)(F)F)o1)c1ccc(C(=O)C(F)(F)F)o1	0.4	0.3	11.4	0.0
CC(C)c1ccc(N2C(=O)Cc3c2nc(N)c2c(N)nc(N4CCCC4)c(C#N)c32)cc1	0.0	4.4	-10.7	-1.8
O=C(NCc1ccc(F)cc1)c1ccc2c(=O)n(C3CCCC3)c(=S)[nH]c2c1	0.0	0.5	-4.9	0.7
Cc1ccc(NCC(O)COc2ccccc2)cc1 (configuration not stated)	-0.1	3.8	8.2	1.0
COCCCNC(=O)CSc1nc2cc(C(=O)NCCOC)ccc2c(=O)n1Cc1ccco1	0.0	5.2	-4.2	2.6
CNC(=O)c1ccccc1Nc1cc(NCc2ccccc2)ncc1C(F)(F)F	0.1	22.0	17.9	0.7
Cc1cc(C(=O)N2CCN(S(=O)(=O)c3ccccc3)CC2)cs1	0.7	-4.4	6.7	-2.4
COc1ccc(NC(=O)C(C(C)C)N2Cc3ccccc3C2=O)cc1 (configuration not stated)	0.1	-0.7	-10.3	0.8
CCCC1(C2CCN(Cc3nccs3)CC2)NC(=O)N(CCc2ccccn2)C1=O (configuration not stated)	0.4	1.4	-14.0	0.6
C=CCNC(=O)c1ccccc1NC(=O)c1ccc(NS(=O)(=O)c2ccccc2)cc1	-0.2	-2.3	2.1	-0.1
CCOc1ccccc1NC(=O)C1=C(C)NC(=O)NC1c1ccc(F)cc1 (configuration not stated)	0.3	6.0	3.5	-1.5
CCc1ccc(-n2c(=O)c3c(C)c(C)sc3n(CC(=O)NCC3CCCO3)c2=O)cc1 (configuration not stated)	0.0	-1.8	-8.2	1.1
CCOC(=O)C1CCCN(C(=O)/C(C)=C\c2ccccc2)C1 (configuration not stated)	0.3	-1.5	2.1	5.3*
Cc1cc(C)c(S(=O)(=O)N2CCC3(CC2)OCCN3S(=O)(=O)c2ccccc2)c(C)c1	0.2	-3.5	-12.9	-0.9
O=C(OC1CCCCC1=O)c1cc(Cl)ccc1[N+](=O)[O-] (configuration not stated)	-0.1	4.0	-1.6	-0.6
COc1ccc(C2CC(c3ccc(Cl)cc3)Nc3nnnn32)c(OC)c1 (configuration not stated)	0.1	-0.7	11.8	0.2
COc1ccc2cc(Br)ccc2c1CC(=O)Nc1cc(C)on1	-0.3	0.9	-15.2	0.5

Carrying on:
SMILES	FBW7 act	TEAD-YAP block	MITF primary	GPR151 activ
CC1(C)CC(=O)C(C=Nc2ccc3[nH]ncc3c2)=C(O)C1	0.0	5.0	13.7	3.3
CCCCOC(=O)c1ccc2c(c1)C(=O)N(c1ccc(C)c(C)c1)C2=O	0.0	3.1	6.8	1.3
CCN(CCO)c1nc(C)c2cc(C)ccc2n1	0.1	-13.2	5.5	0.4
Cc1ccccc1NC(=O)CN(c1cc(Cl)ccc1C)S(C)(=O)=O	0.0	3.5	-1.0	1.3
COc1ccc(C2C(C(=O)OC(C)C)=C(C)NC3=C2C(=O)CC(c2ccc(Cl)cc2)C3)c(OC)c1 (configuration not stated)	0.0	10.7	-5.5	1.0
COc1ccccc1N1C(=O)c2ccc(C(=O)c3ccc4c(c3)C(=O)N(c3ccccc3OC)C4=O)cc2C1=O	0.1	6.7	20.0	-1.0

Part of the list above in order of heavy-atom count, lowest first.
SMILES	FBW7 act	TEAD-YAP block	MITF primary	GPR151 activ
CCCCOC(=O)c1ccc2c(c1)C(=O)N(c1ccc(C)c(C)c1)C2=O	0.0	3.1	6.8	1.3
COc1ccc(-n2ncc3c(N4CCC5(CC4)OCCO5)ncnc32)cc1	0.0	-37.8	4.0	2.0
Cn1ccnc1C1CCCCN1C(=O)c1cc(COc2ccc(F)cc2F)on1 (configuration not stated)	0.0	0.8	13.0	2.1
